Screening data: PubChem BioAssay, Broad Institute
XiGFP reactiv: X-chromosome reactivation activator; XiGFP mouse fibroblasts, % GFP-positive cells imaging, 3 d; cells co-treated with 5-aza-dC sensitizer; scaled so ellipticine positive control = 100%; activation, % at 7.58 µM; actives 0.055% (n = 360,000); AID 743238;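 active = mean normalized replicate activation at least 10% and every replicate at or above 10%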;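 note: 0% = median of on-plate neutral control wells and 100% = ellipticine 6 µM median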
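System: XiGFP fibroblasts, SV40-immortalized. Medium: DMEM plus 5-aza-dC sensitizer. Doses: single point. Timing: 3 d treatment, 15 min room-temperature fixation. Control set: ellipticine 6 µM.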
PAX8 reporter: inhibitors of PAX8 transcriptional activity in RMG-I cells; RMG-I TPO-luciferase reporter, SteadyGlo, 24 h; AID 652154; actives 1.2% (n = 360,000); inhibition, % at 12.6 µM;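 active = mean replicate inhibition at least 60% with every replicate also reaching 60%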;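 note: luciferase light reporting Pax8 driven TPO promoter activity; plate controls were median of neutral control wells for no effect and mitoxantrone controls for full effect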
ERp5 block: ERp5 (human) disulfide isomerase inhibition. ERp5 insulin aggregation, absorbance 650 nm, 90 min. Q15084. inhibition, % at 9.99 µM. actives 0.05% (n = 350,000);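 active = mean replicate inhibition above about 25%, with every replicate also reaching it, limit read from the data, passing the limit was not always enough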
Target sequence (Q15084 whole entry, looked up): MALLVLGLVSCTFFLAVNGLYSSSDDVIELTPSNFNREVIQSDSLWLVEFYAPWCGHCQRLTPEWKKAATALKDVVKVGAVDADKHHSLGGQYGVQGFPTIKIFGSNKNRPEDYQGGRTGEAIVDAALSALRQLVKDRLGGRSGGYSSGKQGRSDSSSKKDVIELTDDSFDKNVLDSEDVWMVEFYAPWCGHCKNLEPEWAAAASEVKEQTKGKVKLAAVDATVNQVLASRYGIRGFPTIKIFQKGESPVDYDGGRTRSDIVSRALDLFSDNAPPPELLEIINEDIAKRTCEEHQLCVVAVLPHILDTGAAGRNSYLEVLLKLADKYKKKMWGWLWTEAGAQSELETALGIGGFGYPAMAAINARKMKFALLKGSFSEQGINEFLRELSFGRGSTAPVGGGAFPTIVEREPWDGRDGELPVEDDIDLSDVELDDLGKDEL
INS-1E GSIS act: primary screen for activators of insulin secretion dependent on glucose, INS-1E cells, GLuc reporter luminescence. INS-1E GLuc reporter insulin secretion, 2-3 h. activation, % at 16.6 µM. actives 0.61% (n = 370,000);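 active = lowest replicate activation of at least 40%, so every replicate reaches that level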;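 note: 0% = median of neutral control wells and 100% = median of IBMX positive control wells; some compounds called inactive have numbers as strong as hits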
ARNT-TACC3 inh: ARNT/TACC3 interaction disruption; Q9Y6A5; AlphaScreen His-ARNT PAS-B/GST-TACC3 binding, luminescence; TACC3 fragment carries E629A point mutation; inhibition, % at 9.99 µM; actives 0.66% (n = 390,000);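 active = mean inhibition of replicates at least 50% and at least half of replicates each reaching 50%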;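 note: 0% = complete ARNT plus TACC3 wells and 100% = ARNT alone without TACC3; many hits fall short of the cut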
An asterisk follows results filed as active; x = not tested or not shown; & = joins results of further samples. These rows are one share of the data. The share of hits here may be higher or lower than overall.

The first 2 entries (preview)
Labels used below – A = XiGFP reactiv; B = PAX8 reporter; C = ERp5 block; D = INS-1E GSIS act; E = ARNT-TACC3 inh
Cc1ccnc(-n2c(-c3ccccc3)nc3ccccc3c2=O)c1
  A: x | B: x | C: 3.8 | D: 16.4 | E: -2.8

Cc1nc2ccccc2c(=O)n1-c1ccccc1C(F)(F)F
  A: x | B: x | C: -3.1 | D: 26.1 | E: 20.6

Main list, from the first entry:
Labels used below – A = XiGFP reactiv; B = PAX8 reporter; C = ERp5 block; D = INS-1E GSIS act; E = ARNT-TACC3 inh
Cc1ccnc(-n2c(-c3ccccc3)nc3ccccc3c2=O)c1
  A: x | B: x | C: 3.8 | D: 16.4 | E: -2.8

Cc1nc2ccccc2c(=O)n1-c1ccccc1C(F)(F)F
  A: x | B: x | C: -3.1 | D: 26.1 | E: 20.6

CCC(C)(C)n1nnnc1C(c1cccs1)N1CC=C(c2ccc(F)cc2)CC1 (stereo unspecified)
  A: x | B: x | C: 3.7 | D: 16.6 | E: -1.2

O=c1c2ccccc2nc(CN2CCCCCC2)n1-c1ccc(F)cc1
  A: x | B: x | C: -4.1 | D: -4.4 | E: 6.7

CCCCOP(=O)(CN1CCOCC1)OCCCC
  A: x | B: x | C: 0.9 | D: -1.6 | E: 2.4

Cn1c[n+](C)cc1C(O)c1ccccc1 (stereo unspecified)
  A: x | B: 2.8 | C: x | D: 5.9 | E: 11.7&-5.0

ClCCNc1nc2ccc(Cl)cc2[nH]1
  A: x | B: -25.0 | C: x | D: -3.6 | E: 0.6

CCOCCN1CCC(OC(C)=O)C(C)C1 (stereo unspecified)
  A: x | B: -15.3 | C: x | D: 4.3 | E: -0.4

COC(=O)CC1=C(C(=O)OC)C2(C(=O)N(C)c3ccccc32)C(C#N)=C(N)O1 (stereo unspecified)
  A: x | B: 13.4 | C: x | D: 2.7 | E: -12.3

CC(C)c1ccc(O)c(CN2CCN(c3ccccc3)CC2)c1
  A: x | B: 8.1 | C: x | D: -11.0 | E: -2.4

Cc1nn(C)c(C)c1/C=C1/CC2C3CC=C4CC(O)CCC4(C)C3CCC2(C)C1=O (stereo unspecified)
  A: x | B: 2.6 | C: x | D: 46.5 | E: 2.0

O=C(Cc1ccccc1)Oc1ccccc1N1C(=O)CCC1=O
  A: x | B: 2.0 | C: x | D: 7.0 | E: 3.4

CC(C)COP(=O)(OCC(C)C)C(O)c1cccnc1 (stereo unspecified)
  A: 0.0 | B: -6.5 | C: x | D: 11.5 | E: x

Nc1nonc1C(=O)N/N=C/c1ccc([N+](=O)[O-])o1
  A: 0.0 | B: 27.9 | C: x | D: -25.6 | E: x

O=c1cc(CN2CC=C(c3ccccc3)CC2)c2c(ccc3ccccc32)o1
  A: 0.1 | B: 10.2 | C: x | D: -8.8 | E: x

O=C1NC(=O)N(c2ccc(Br)cc2)C(=O)/C1=C/c1ccsc1
  A: 0.2 | B: -7.1 | C: x | D: -11.2 | E: x

Cc1cc(/C=C2\C(=O)NC(=S)N(C)C2=O)c(C)n1C1CCCCC1
  A: 0.1 | B: -5.3 | C: x | D: 20.4 | E: x

Full records, quoted from the list:
Cn1c[n+](C)cc1C(O)c1ccccc1 (stereo unspecified) is entered as XiGFP reactiv = x; PAX8 reporter = 2.8; ERp5 block = x; INS-1E GSIS act = 5.9; ARNT-TACC3 inh = 11.7&-5.0
O=c1cc(CN2CC=C(c3ccccc3)CC2)c2c(ccc3ccccc32)o1 is entered as XiGFP reactiv = 0.1; PAX8 reporter = 10.2; ERp5 block = x; INS-1E GSIS act = -8.8; ARNT-TACC3 inh = x

A few values from the results shown:
For XiGFP reactiv, O=c1cc(CN2CC=C(c3ccccc3)CC2)c2c(ccc3ccccc32)o1 has 0.1
For ERp5 block, O=c1c2ccccc2nc(CN2CCCCCC2)n1-c1ccc(F)cc1 has -4.1
For XiGFP reactiv, CC(C)COP(=O)(OCC(C)C)C(O)c1cccnc1 (stereo unspecified) has 0.0
For PAX8 reporter, CC(C)c1ccc(O)c(CN2CCN(c3ccccc3)CC2)c1 has 8.1
For ERp5 block, Cc1ccnc(-n2c(-c3ccccc3)nc3ccccc3c2=O)c1 has 3.8
